IP6K1 inh = Primary qHTS assay for small molecule inhibitors of Inositol hexaphosphate kinase 1 (IP6K1) | activity change, % (series mostly up to about 58 µM) | AID 1645851, 2021 | IP6K1 kinase, ADP-Glo luminescence, 2 h; hits give low values | 140,000 tested, 0.81% active | Inositol hexakisphosphate kinase 1 (Homo sapiens), Q92551; in the data active = activity change below about -25%
Target sequence (Q92551 whole entry, looked up): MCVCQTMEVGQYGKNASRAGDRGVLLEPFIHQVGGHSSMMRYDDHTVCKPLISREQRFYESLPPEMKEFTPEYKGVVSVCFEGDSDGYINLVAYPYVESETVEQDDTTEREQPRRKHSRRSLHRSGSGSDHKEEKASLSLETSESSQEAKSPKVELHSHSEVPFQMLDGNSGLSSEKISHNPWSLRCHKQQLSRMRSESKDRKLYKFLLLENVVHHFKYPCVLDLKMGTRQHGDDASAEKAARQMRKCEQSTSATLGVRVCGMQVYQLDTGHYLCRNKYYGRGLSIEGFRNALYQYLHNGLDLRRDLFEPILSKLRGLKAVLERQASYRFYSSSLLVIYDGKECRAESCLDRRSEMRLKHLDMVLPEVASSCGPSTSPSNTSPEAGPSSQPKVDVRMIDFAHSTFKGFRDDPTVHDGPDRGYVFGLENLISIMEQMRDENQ
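ADP-Glo luminescence measures ADP made by human IP6K1 during a 2 h RT reaction with ATP/IP6 (mix at 1.3 mM/130 uM); top library doses 57.5 and 19.1 uM final.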
HEK293 viab = GF-AFC viability counterscreen for inhibitors of alpha-synuclein gene (SNCA) expression. 150,000 tested, 0.12% active. HEK-293-SNCA-luc viability, GF-AFC fluorescence, 24 h. Potency, µM (highest dose often 57.1 µM), inactives show at the top dose activity change, negative = cytotoxicity, hits mostly cytotoxic;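 note: potency is the fitted concentration of half-maximal effect; 0% = DMSO-treated cells and -100% = medium-only wells without cells; nearly all actives have a fitted effect of over 30% in size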
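Cytotoxicity counterscreen: after 24 h compound treatment of genome-edited SNCA-luciferase HEK-293 cells, live-cell protease substrate GF-AFC read by fluorescence after 30 min; activity scaled between DMSO (0%) and medium-only (-100%), curves Hill-fitted.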
HEK293 tox = Cytotoxic Profiling in HEK 293 Cell Line of Diverse Libraries Using Quantitative High-Throughput Screening. HEK 293 viability, ATP luminescence (CellTiter-Glo), 48-72 h. Potency, µM (series often up to 115 µM), for inactives: top-dose activity change, negative = cytotoxicity, actives largely listed as inhibitors. 94,000 tested, 6.6% active; note: potency is the fitted concentration of half-maximal effect; nearly all actives have a fitted effect of over 60% in size
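Read-out: CellTiter-Glo ATP luminescence. Cells: HEK 293, 250 cells/well. Exposure: 48 or 72 hr, 37 degree Celsius.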
GPT2 inhibitor = Primary qHTS assay for inhibitors of Glutamate pyruvate transaminase 2 (GPT2); Alanine aminotransferase 2 (Homo sapiens), Q8TD30; Recombinant GPT2, coupled pyruvate oxidase/HRP Amplex Red fluorescence; Potency, µM (highest dose often 57.7 µM), for the others: top-dose activity change, negative = inhibition, hits mostly inhibitors; 100,000 tested, 0.25% active; AID 1671188, 2021; note: potency is the fitted concentration of half-maximal effect; nearly all actives have a fitted effect of over 60% in size; many of its hits are not listed in these tables
Target sequence (Q8TD30 whole entry, looked up): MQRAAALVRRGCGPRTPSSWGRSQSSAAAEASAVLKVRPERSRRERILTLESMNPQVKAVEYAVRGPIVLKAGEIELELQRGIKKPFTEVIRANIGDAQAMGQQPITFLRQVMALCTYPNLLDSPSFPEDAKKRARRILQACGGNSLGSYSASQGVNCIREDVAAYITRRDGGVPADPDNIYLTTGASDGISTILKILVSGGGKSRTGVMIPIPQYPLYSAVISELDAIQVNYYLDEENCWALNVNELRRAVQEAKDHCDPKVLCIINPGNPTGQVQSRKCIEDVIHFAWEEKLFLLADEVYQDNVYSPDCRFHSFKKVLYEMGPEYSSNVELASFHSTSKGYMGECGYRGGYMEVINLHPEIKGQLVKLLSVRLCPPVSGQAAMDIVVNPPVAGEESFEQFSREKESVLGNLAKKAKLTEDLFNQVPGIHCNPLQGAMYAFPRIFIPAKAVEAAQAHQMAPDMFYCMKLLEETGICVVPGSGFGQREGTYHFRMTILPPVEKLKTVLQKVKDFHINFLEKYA
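Fluorescence read-out: pyruvate from GPT2 turnover coupled to pyruvate oxidase, HRP and Amplex Red (0.2mM ThPP, 0.2U/mL PO and HRP, 50uM Amplex final). Substrates 250uM a-KG, 2mM L-alanine; enzyme 10ng/uL; 30 min RT.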
3T3 cytotox = Cytotoxic Profiling in NIH 3T3 Cell Line of Diverse Libraries Using Quantitative High-Throughput Screening. Potency, µM (top dose mostly 96.7 µM), inactives show top-dose activity change, negative = cytotoxicity, hits mostly inhibitors. AID 1345082, 2018. 94,000 tested, 4.3% active. NIH 3T3 viability, CellTiter-Glo ATP luminescence, 48-72 h; note: potency is the fitted concentration of half-maximal effect; nearly all actives have a fitted effect of over 55% in size
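Cytotoxicity was measured by CellTiter-Glo ATP luminescence after 48 or 72 h compound exposure at 37 °C. Mouse NIH 3T3 fibroblasts were seeded at 400 cells/well and dosed by 23 nL pin transfer.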
Luciferase inh = Firefly luciferase inhibition profiling of diverse chemical library using quantitative high-throughput screening; Luciferin 4-monooxygenase (Photinus pyralis), P08659; purified P. pyralis luciferase, luminescence, biochemical; Potency, µM (titrated, usually from 115 µM), for inactives: at the highest dose activity change, negative = inhibition, actives largely listed as inhibitors; 76,000 tested, 2.5% active; note: potency is the fitted concentration of half-maximal effect; nearly all actives have a fitted effect of over 65% in size
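Inhibitors were tested against purified firefly luciferase in a biochemical, low-substrate format (both substrates at 10uM) and luminescence measured with a CCD imager.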
SNCA expr inh = Primary qHTS assay for inhibitors of alpha-synuclein gene (SNCA) expression. HEK-293 SNCA-luciferase knock-in, luminescence, 24 h. Potency, µM (series often up to 57.2 µM), for the others: at the top dose activity change, negative = inhibition, most hits filed as inhibitors. 140,000 tested, 0.17% active. AID 1671194, 2021;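 note: potency is the fitted concentration of half-maximal effect; plate controls were DMSO cells for no effect and cell-free wells for full effect; nearly all actives have a fitted effect of over 45% in size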
The depositor's hits bear a star; i = inactive; ? = inconclusive; . = no result given; [ ] = remark or other dose. Unless noted, calls come from the whole dose curve; as a rule, active = well fitted curve in the direction sought with a large enough effect; inconclusive = small, poorly fitted or top-dose-only effect, or another doubt; inactive = no such curve, though single readings can be large; an effect the other way counts as inactive or inconclusive. Unless noted, % is set by controls: 0 for no effect and ±100 for the full control effect. This is a subset; the hit share may differ from the screen's.

Under each structure – IP6K1 inh, Luciferase inh, HEK293 viab, GPT2 inhibitor, 3T3 cytotox, SNCA expr inh, HEK293 tox
CC1=C[C@@H](CNC(=O)c2ccco2)[C@H](C(C)C)C[C@H]1CC(=O)NCc1ccccn1
→ -14.3, -0.8%[172 µM], 5.7%[87.6 µM], ?, -23.3%[138 µM], -11.5%[87.6 µM], -27.1%[172 µM]
O=C(NCCc1ccc(Cl)cc1)C1=NOC2CN(C(=O)Nc3cccnc3)CC12 (stereo not given)
→ 13.4, ., -4.7%, 0.7%, -11.5%, 8.1%, -22.4%
O=C(Nc1ccccc1)NC1CCN(C(=O)c2ccc(-c3cncnc3)cc2)CC1
→ -1.7, ., 6.3%[12.5 µM], i, -31.4%, 3.7%, -11.7%
O=C(Nc1ccccc1-c1cn2c(CN3CCNCC3)csc2n1)c1cnc2ccccc2n1
→ -28.5*, ., ?, ?, ., 7.3%, .
COCc1nc(CCNC(=O)C2CC(=O)N(c3ccc(F)c(Cl)c3)C2)no1 (stereo not given)
→ 0.0, -19.8%, -13.2%[12.5 µM], ?, -24.4%, 0.2%, -9.4%
CCCc1nc(C(=O)NC(CC)c2ccc(S(C)(=O)=O)cc2)cs1 (stereo not given)
→ -11.5, 6.2%, -19.6%, 2.8%, 0.9%, -14.2%, -8.6%
COCCNC(=O)c1cc2c(Cl)nc3ccc(C)cc3c2s1
→ 12.0, ., -7.3%, ., ., -0.8%, .
COc1ccc(CNC(=O)C2CCCN(S(=O)(=O)c3ccc4c(c3)CCCN4C(C)=O)C2)cc1 (stereo not given)
→ -5.4, ., 2.8%, ., ., 27.2%, .
COc1ccccc1-c1ccc(CN2CCCCC2C(=O)N2CCCC2)cc1 (stereo not given)
→ -10.4, ., ?, -9.0%, ?, -0.4%, ?
COC1CCC12CCN(C(=O)c1nccn1C)CC2 (stereo not given)
→ -11.2, 0.5%, -8.4%, i, i, 22.9%, -14.1%
CNC(=O)[C@@H](c1ccc(Cl)cc1)N1CCC[C@H]1C(=O)N(C)CCN(C)C
→ 16.7, -1.8%, -0.8%, 1.4%, i, 9.7%, i
O[C@@H]1C[C@@H](c2nc(-c3ccccc3)no2)N(Cc2ccc(F)cc2)C1
→ 5.1, -13.3%[172 µM], 7.9%[87.6 µM], 3.2%[88.5 µM], ?, 14.4%[87.6 µM], -27.9%[172 µM]
COc1ccc(-c2nc(CCNC(=O)c3ccc(Br)o3)cs2)cc1
→ -32.8*, ., -7.5%, ., ., -2.4%, .
C[C@@H](NCC1CCCC1)c1onc(-c2ccc(Cl)cc2)c1C(=O)O
→ 4.1, -1.6%[172 µM], -1.4%[87.6 µM], -6.8%[88.5 µM], 0.6%[138 µM], 13.9%[87.6 µM], i
Cc1ccc(CNS(=O)(=O)c2cc(Br)cc3c2N(C(=O)C2CC2)CC3)cc1
→ -5.5, ., 13.6%, ., ., -5.4%, .
O=C1CCN(C(=O)[C@H](Cc2ccccc2)NC(=O)c2ccoc2)CCCOCCN1
→ -6.2, -3.4%, 5.5%, i, -6.4%, 41.7%[activator], 4.6%
CCCN(C)C(=O)CC1COCCN1C(=O)Nc1cccc(SC)c1 (stereo not given)
→ -2.3, ?, -10.6%, -0.3%, -14.4%, 25.0%, -11.0%
CCC(=O)N1C[C@@H]2C(=O)N(C)C(=O)[C@@H]2C1
→ -12.5, 7.4%, 2.2%, i, 3.8%, 0.0%, -5.8%
COc1ccccc1NC(=O)CCNS(=O)(=O)c1ccc2c(c1)CCN2C(=O)C1CC1
→ -6.6, ., -4.7%, ., ., 22.3%, .
COc1ccccc1N1CCN(c2ncnc3onc(-c4cccc(Cl)c4)c23)CC1
→ -5.2, ., 9.2%, ., ., 6.9%, .
COCC(=O)N[C@H]1C[C@@H](Cc2cc(-c3ccc(F)cc3)on2)C1(C)C
→ 3.2, -29.5%[172 µM], -2.0%[87.6 µM], -6.7%[88.5 µM], ?, 19.0%[87.6 µM], ?
CCOc1ccc(-n2c(=O)c3c(C)c(C)sc3n(CC(=O)c3ccccc3)c2=O)cc1
→ -0.3, ., -7.7%, ., ., 3.1%, .
Cc1oc(-c2ccccc2F)nc1Cn1c(SCc2ccccc2F)nc2ccncc21
→ -5.8, ., -17.7%, ., ., -1.6%, .
COc1ccc(CNC(=O)c2c(OC)cc(=O)n3c2CCCC3)c(OC)c1
→ 0.6, 9.9%, 2.3%, i, i, 33.0%, -5.1%
O=C(Nc1ccc(F)cc1)N1CCc2ccccc2C1c1ccc(C(F)(F)F)cc1 (stereo not given)
→ 14.8, ., -39.2%, -3.0%, ., ., .
CCOc1cc(=O)n2c(c1C(=O)Nc1cccc(F)c1)CCCC2
→ -3.0, 4.0%, -0.9%, 1.6%, i, 12.9%, 10.0%
CCOc1ccc(C(=O)N2CCCC(c3noc(COc4ccccc4)n3)C2)cc1 (stereo not given)
→ -3.4, -6.4%, 2.4%[12.5 µM], -2.1%, ?, 10.3%, ?
Cc1ccc(CNC(=O)[C@H]2CCC[C@H]2NC(=O)c2ccncc2)cc1C
→ 30.4, -5.4%, 5.9%, -0.3%, -20.7%, 28.8%, -13.4%
COc1cccc(-c2nc(CS(=O)(=O)CC(=O)NCCCN3CCN(C)CC3)c(C)o2)c1
→ 8.9, ., -3.8%, ., ., -1.9%, .
O=C(c1ccc2c(c1)OCO2)N1CCC(N2CCCOC2=O)CC1
→ -7.9, ., 4.9%, -1.2%, 3.7%, -23.4%, i

In the list so far, these have a thiophene ring, fused or not.
Under each structure – IP6K1 inh, Luciferase inh, HEK293 viab, GPT2 inhibitor, 3T3 cytotox, SNCA expr inh, HEK293 tox
COCCNC(=O)c1cc2c(Cl)nc3ccc(C)cc3c2s1
→ 12.0, ., -7.3%, ., ., -0.8%, .
CCOc1ccc(-n2c(=O)c3c(C)c(C)sc3n(CC(=O)c3ccccc3)c2=O)cc1
→ -0.3, ., -7.7%, ., ., 3.1%, .

Continued.
Under each structure – IP6K1 inh, Luciferase inh, HEK293 viab, GPT2 inhibitor, 3T3 cytotox, SNCA expr inh, HEK293 tox
Cc1ccc(C)c(N2CCN(C(=O)Cn3ncc4c(=O)oc5ccc(C)cc5c43)CC2)c1
→ -2.2, ., -4.7%, ., ., 31.9%[activator], .
CCC(=O)N1CCc2cc(S(=O)(=O)NC(CC(C)C)C(=O)Nc3ccc(CC)cc3)ccc21 (stereo not given)
→ 25.3, ., -5.9%, ., ., -4.4%, .
Cc1ccc(CNC(=O)CCc2c(C)nc3c(c(C)nn3-c3ccccc3)c2C)cc1
→ -26.3*, ., 8.5%, ., ., 19.2%, .
CCOc1ccccc1C(=O)NCc1nnc2c(-c3nc(C4CC4)no3)cccn12
→ 2.7, -10.0%, -5.0%, -5.4%, -14.9%, 9.1%, -0.8%
Cc1nc2c(-c3ccc(F)cc3)c(C)nn2c(C)c1CCC(=O)NCc1ccc(Cl)cc1
→ -3.7, ., 1.5%, ., ., -8.6%, .
COc1ccc(CC(=O)Nc2ccc(=O)n3c2[C@@H]2C[C@@H](CN(C(=O)Nc4ccc(OC)cc4)C2)C3)cc1
→ 12.0, -12.1%, -15.7%, -4.8%, -19.2%, ?, -27.6%
CN(C)CCC(c1ccc(Br)cc1)c1ccccn1 (stereo not given)
→ ., ., 3.2%, -5.4%, ., 4.5%, .
COCC1CN(C)CC12CCN(C(=O)c1ccc(C)cc1C)CC2 (stereo not given)
→ 3.7, -20.8%, 2.7%, ?, -15.4%, 1.3%, 0.1%
C=CCNC(=O)C(NC(=O)c1cccc(OC)c1)C1CCN(C(=O)c2ccccc2F)CC1 (stereo not given)
→ 0.2, -8.2%, 5.3%, 3.1%, -8.2%, 8.0%, -9.0%
O=C(NCCN1CCCC1)C1CCN(c2cnn(CC3CC3)c(=O)c2)C1 (stereo not given)
→ 2.1, -8.4%, 0.5%, i, -5.0%, -0.4%, -3.7%
O=C1CCN(C(=O)Nc2ccccc2)CCCC(c2nc(-c3cnccn3)no2)CCN1 (stereo not given)
→ 16.6, -14.3%, 11.6%, i, -8.8%, 20.5%, -6.0%
NC1(C(=O)N2CCCC(CCc3ccccc3F)C2)CCC1 (stereo not given)
→ 10.6, -7.7%, -8.7%, -14.9%, -25.7%, 10.2%, ?
Cc1ccc(CCNC(=O)c2c[nH]c3ccc(S(=O)(=O)Nc4ccc(C)cc4C)cc3c2=O)cc1
→ -7.8, ., -12.3%, ., ., -10.1%, .
COC1CN(c2ccc(C)cc2)C12CCN(C(=O)c1ccncc1)CC2 (stereo not given)
→ 15.8, -0.2%, -0.4%, i, -18.1%, 18.6%, -19.5%
CN(C)C(=O)N1CCCC(CCc2c(F)cccc2F)C1 (stereo not given)
→ 20.4, ?, -1.9%, i, ?, 7.0%, ?
COc1ccc(CCC(=O)N2CCC(Cc3nc(-c4ccc(F)cc4)no3)CC2)cc1
→ 0.0, -6.1%, ?, i, ?, ?, ?
Cc1ccc(CNC(=O)CCS(=O)(=O)c2cc(Br)cc3c2N(C(=O)C2CC2)CC3)cc1
→ -3.9, ., -2.9%, ., ., -0.2%, .
Cn1ncc2c(C(=O)NCc3cccc(F)c3)cc(-c3cccc(F)c3)nc21
→ 5.1, ., ., ., ?, ., ?
O=C(c1ccc(Cl)cc1)N1CCC2(CC1)CC(=O)N(c1ccccc1)c1ccccc1O2
→ -10.3, ., -4.5%, i, -21.5%, -22.9%, ?
COCCc1nn2c(=O)cc(COC(=O)c3ccc(Br)cc3)nc2s1
→ 10.1, ., 17.0%, ., ., 15.3%, .

Some of the entries so far, with bars between the fields:
SMILES | IP6K1 inh | Luciferase inh | HEK293 viab | GPT2 inhibitor | 3T3 cytotox | SNCA expr inh | HEK293 tox
Cn1ncc2c(C(=O)NCc3cccc(F)c3)cc(-c3cccc(F)c3)nc21 | 5.1 | . | . | . | ? | . | ?
CCOc1ccccc1C(=O)NCc1nnc2c(-c3nc(C4CC4)no3)cccn12 | 2.7 | -10.0% | -5.0% | -5.4% | -14.9% | 9.1% | -0.8%

Part of the list above in order of heavy-atom count, lowest first:
Under each structure – IP6K1 inh, Luciferase inh, HEK293 viab, GPT2 inhibitor, 3T3 cytotox, SNCA expr inh, HEK293 tox
CN(C)C(=O)N1CCCC(CCc2c(F)cccc2F)C1 (stereo not given)
→ 20.4, ?, -1.9%, i, ?, 7.0%, ?
Cc1ccc(CNC(=O)CCc2c(C)nc3c(c(C)nn3-c3ccccc3)c2C)cc1
→ -26.3*, ., 8.5%, ., ., 19.2%, .
O=C(c1ccc(Cl)cc1)N1CCC2(CC1)CC(=O)N(c1ccccc1)c1ccccc1O2
→ -10.3, ., -4.5%, i, -21.5%, -22.9%, ?

From PubChem BioAssay
